Compound activity as filed in PubChem BioAssay.
PPARg SRC-1 ag = promotes SRC-1 coactivator recruitment by human PPARgamma; P37231; PPARgamma-SRC-1 coactivator recruitment biochemical assay; activation, % at 8 µM; hit rate 0.41% among 200,000; AID 631; in the data active = activation above about 19%;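 note: 0% = DMSO and 100% = reference agonist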
Target sequence (P37231 whole entry, looked up): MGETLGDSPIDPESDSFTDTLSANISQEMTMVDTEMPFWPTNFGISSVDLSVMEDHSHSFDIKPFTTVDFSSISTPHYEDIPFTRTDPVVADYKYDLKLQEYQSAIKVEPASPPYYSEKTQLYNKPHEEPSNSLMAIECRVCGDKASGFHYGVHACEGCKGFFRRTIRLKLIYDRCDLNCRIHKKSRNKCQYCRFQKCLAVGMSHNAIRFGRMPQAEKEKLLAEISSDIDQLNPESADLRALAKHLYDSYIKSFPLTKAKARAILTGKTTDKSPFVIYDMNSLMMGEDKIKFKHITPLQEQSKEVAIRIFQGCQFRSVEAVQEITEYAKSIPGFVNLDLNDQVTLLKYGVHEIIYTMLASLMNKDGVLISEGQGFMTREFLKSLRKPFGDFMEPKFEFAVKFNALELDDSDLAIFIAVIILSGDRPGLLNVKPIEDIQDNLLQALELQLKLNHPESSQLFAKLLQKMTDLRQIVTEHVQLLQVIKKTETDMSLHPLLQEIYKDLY
SRC2 TRFRET art = counter-screen for PPARgamma SRC-2 recruitment agonists: TR-FRET artefact | hits give high values | TR-FRET ratio at 8 µM | hit rate 0.4% among 200,000; in the data active = TR-FRET ratio above about 2000; note: inactives centre near 1500
PMI act = phosphomannose isomerase (human) activation. P34949. purified human PMI, coupled resazurin fluorescence, 20 min; hits give high values; 1 = vehicle control, 0 substrate-free wells. activation factor at 20 µM. hit rate 0.005% among 190,000. AID 1214;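 active = activation factor of 2 or more at 20 µM, relative to plate controls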
Diaph act CS = counter-screen for diaphorase-based assays: diaphorase activators and chemical reducers | Diaphorase/resazurin coupled assay, resorufin fluorescence, 16 min; hits give high values; 1 = vehicle wells, 0 = NADH-free wells | activation factor at 20 µM | hit rate 0.005% among 190,000 | AID 1229;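 active = diaphorase activity raised at least twofold by the compound at 20 µM; inactive = activation factor below 2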
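Material: bacterial diaphorase enzyme (C. kluyveri); amount: enzyme 0.07 U/mL final; reagent: NADH substrate 0.114 mM plus resazurin dye 0.1 mM, final; doses: single compound dose of 20 µM, 1% DMSO final; timing: 16 min enzyme reaction, ambient temperature; measured by: fluorescence of resorufin, 544 nm excitation, 590 nm emission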
G6PDH CS = counter-screen for G6PDH assay hits: L. mesenteroides G6PDH inhibition. Purified L. mesenteroides G6PDH, diaphorase/resazurin coupled fluorescence, 45 min. inhibition, % at 5 µM. hit rate 0.12% among 200,000. AID 1020; in the data active = inhibition above about 50%
PPARg SRC-2 ag = promotes SRC-2 coactivator recruitment by human PPARgamma. PPARgamma LBD-SRC-2 recruitment, biochemical. hit rate 0.34% among 200,000. activation, % at 8 µM. P37231; in the data active = activation above about 22%;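 note: 0% = vehicle and 100% = reference agonist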
ROMK primary = modulates human ROMK potassium channel activity; P48048; hit rate 2% among 130,000; B-score at 10 µM; AID 1918; Tet-inducible ROMK, thallium flux fluorescence; actives lie on both sides;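 active = signal ratio slope over the read window, or its plate-corrected B-score, at least 3 SD from the plate mean, either direction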;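 note: B-score of the F/F0 ratio slope over 7 to 12 s after thallium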
Diaph inh CS = counter-screen for diaphorase-based assays: diaphorase inhibitors and chemical oxidizers. hit rate 0.69% among 190,000. inhibition, % at 20 µM. diaphorase resazurin-to-resorufin fluorescence, NADH, 16 min; bacterial (C. kluyveri) enzyme, not human. AID 1217;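 active = primary screen inhibition at 20 µM above a set limit, cut at about 50% in these data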;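 note: plate controls were DMSO with full reaction for no effect and wells lacking NADH for full effect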
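Assay system: diaphorase enzyme from Clostridium kluyveri; Input: enzyme working solution with 0.14 U/mL diaphorase; Timing: 16 min at room temperature; Technique: resorufin fluorescence, excitation 544 nm, emission 590 nm; Benchmarks: positive control minus NADH, DMSO neutral control.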
S1P3 antag = antagonists of human S1P3 receptor. Q99500. hit rate 0.27% among 170,000. AID 485. CHO S1P3 NFAT-BLA reporter, FRET fluorescence, antagonist mode. inhibition, % at 4.98 µM;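 active = inhibition above the plate cutoff, the mean inhibition of test wells on that plate plus 3 SD, cut at about 28% in these data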;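 note: cells challenged with S1P at its EC80 of 0.8 µM; blue over green emission ratio from cleaved BLA substrate after 4 h stimulation; 0% = S1P-stimulated wells and 100% = unstimulated DMSO-only wells; some compounds past the cut are filed as inactive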
Target sequence (Q99500 whole entry, looked up): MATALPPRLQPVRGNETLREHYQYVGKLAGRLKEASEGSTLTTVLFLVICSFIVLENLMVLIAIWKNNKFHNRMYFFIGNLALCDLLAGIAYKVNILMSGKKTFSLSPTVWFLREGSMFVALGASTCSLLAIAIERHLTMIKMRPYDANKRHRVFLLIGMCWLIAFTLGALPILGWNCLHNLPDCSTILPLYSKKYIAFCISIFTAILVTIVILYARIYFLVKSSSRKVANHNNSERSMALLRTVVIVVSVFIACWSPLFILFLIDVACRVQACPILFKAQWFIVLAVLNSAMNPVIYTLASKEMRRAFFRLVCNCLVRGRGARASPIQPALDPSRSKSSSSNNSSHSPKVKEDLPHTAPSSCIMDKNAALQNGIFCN
PMI act hi M6P = activators of human phosphomannose isomerase at near-saturating mannose 6-phosphate | coupled PMI enzyme assay, resazurin fluorescence, 20 min; hits give high values; 1 = untreated enzyme, 0 = substrate-free blank | activation factor at 20 µM | hit rate 0.34% among 190,000;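 active = activation factor of 2 or more at 20 µM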
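Test system: human phosphomannose isomerase with PGI, G6PDH, diaphorase coupling enzymes; amount: 15 ng/mL PMI; incubation: enzyme reaction with compound 20 min at room temperature; technique: resorufin fluorescence (Ex 544/Em 590 nm) from resazurin via diaphorase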
PPARg SRC3 recr = PPARgamma-driven SRC-3 recruitment agonism; P37231; biochemical PPARgamma/SRC-3 coactivator recruitment assay; activation, % at 8 µM; hit rate 0.26% among 200,000; AID 731; in the data active = activation above about 23%;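 note: 0% = DMSO and 100% = reference agonist; some compounds past the cut are filed as inactive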
* marks the source's active call; other numbers are inactive results; · = not tested or not shown. No enrichment for hits, and some 3.3% of all compounds hit somewhere here.

SMILES	PPARg SRC-1 ag	SRC2 TRFRET art	PMI act	Diaph act CS	G6PDH CS	PPARg SRC-2 ag	ROMK primary	Diaph inh CS	S1P3 antag	PMI act hi M6P	PPARg SRC3 recr
O=C(O)c1ccc(CSc2nc(-c3ccc(Cl)cc3)cc(C(F)(F)F)n2)cc1	8	1777	0.9	0.8	18	12	2.4	18	·	0.9	6
Cc1cccc(NC(=S)NNC(=O)Cc2ccccc2)c1	2	1524	0.9	0.9	10	12	·	9	-4	0.9	3
O=C(O)C1CC=CCC1C(=O)Nc1cccc(F)c1 (centres undefined)	-1	1544	0.8	0.8	28	-5	·	17	-30	0.9	-12
CC12CN3CCN(CC(C3)/C1=N\NC(=O)Nc1cccc(Cl)c1)C2	6	1743	0.9	0.8	11	-4	0.017	18	-4	0.9	1
CC1CCCN(C2=C(Cl)C(=O)N(c3cccc(Cl)c3)C2=O)C1 (centres undefined)	8	1649	1.1	0.8	1	-9	0.032	18	-8	1.1	5
Cc1ccc(S(=O)(=O)N(C)c2ccc(OCC(=O)NC3=NCCS3)cc2)cc1	-2	1338	1	0.9	6	2	-0.027	8	-10	0.9	2
CCOC(=O)c1cccc(NC(=O)CSc2nc(N)cc(N)n2)c1	4	1550	1.1	1	4	7	0.07	-1	-5	1.1	8
Cc1ccccc1NC(=S)/C(=C(\[O-])c1cc(C)n(Cc2ccccc2Cl)c1C)[n+]1ccccc1	4	1395	0.9	0.9	-1	5	-1.2	12	-13	0.8	3
COc1ccc(OC)c(CN2CCC(CNC(=O)Nc3cccc(Cl)c3)CC2)c1	-1	1435	1.1	1.1	3	-7	-3.1	-12	0	1	5
O=C(CSc1nc2ccsc2c(=O)n1-c1ccccc1)N1CCCC1	2	1579	0.9	0.9	-27	6	·	13	·	1	10
O=C(Cn1c(=O)oc2cc(S(=O)(=O)N3CCCCC3)ccc21)N1CCc2ccccc2C1	-2	1564	1	0.9	0	-2	·	9	·	1	5
CCOC(=O)c1c(C)nn(Cc2cccc(Cl)c2)c1N	7	1511	0.9	0.8	7	4	·	17	3	0.9	13
CCc1cccc(CC)c1NC(=O)C1CN(S(=O)(=O)c2ccccc2)CCN1S(=O)(=O)c1ccccc1 (centres undefined)	-3	1624	0.8	0.7	-13	2	·	32	4	0.9	6
O=C(CSc1nnc(COc2ccccc2F)n1-c1ccccc1)NC1CCS(=O)(=O)C1 (centres undefined)	0	1318	1	1	2	-10	0.88	2	-1	1	-3
CCN(c1ccccc1)c1nc2ccsc2c(=O)s1	10	1600	0.9	0.7	-11	15	·	27	·	1.1	2
COc1ccccc1C/C(N)=N/OC(=O)c1ccc(C)c([N+](=O)[O-])c1	-8	1373	1	0.9	0	-2	·	6	·	1	2
O=C1CC(c2ccccc2)CC(O)=C1C=NC1CCCC1 (centres undefined)	-1	1689	1	1	0	5	·	4	·	1.1	-7
CCOc1ccc(S(=O)(=O)N2CCN(C(=S)NC3CC3)CC2)cc1	5	1522	1	1	0	5	0.032	-2	1	1	4
Cc1nc(C)c(N)c(=O)[nH]1	-4	1610	1.3	0.9	3	-3	-1.9	6	-16	1.1	0
Cc1ccc(-c2nsc3c(N4CCC(C(N)=O)CC4)ncnc23)cc1	5	1695	0.9	0.9	-30	2	-0.063	12	16	0.9	5
Cc1nn(Cc2ccc(Cl)cc2)c(C)c1N	18	1542	1	0.9	4	-3	0.87	6	·	0.9	2
Cc1cccc(OCCNC(=O)c2cncc(Br)c2)c1	-1	1768	0.9	1	7	2	-0.55	3	-4	1	9
CCNC(=S)N1CCC(c2nc3cc(C)c(C)cc3[nH]2)CC1	-2	1611	0.9	0.8	2	3	·	20	-13	1	1
Cc1cc(=O)[nH]c(SCC(=O)C23CC4CC(CC(C4)C2)C3)c1C#N	1	1447	1	0.7	-17	-4	·	32	-30	1.1	7
O=C(NCc1cccnc1)c1cnc2n(c1=O)CCS2	2	1636	1	1	3	16	1.9	2	-29	1	11
CCCN=C(Nc1ccc(Cl)cc1)c1cccnc1	1	1503	1	1	7	7	0.14	-2	·	1.1	11
Cc1cc(SC2CCOC2=O)nc2ccccc12 (centres undefined)	-3	1512	1.5	1	5	1	0.67	-1	3	1.5	2
CCOc1ccc(NC(=O)c2cccc(OC(=S)N3CCC(C)CC3)c2)cc1	6	1480	0.8	0.8	-1	7	·	24	·	0.9	2
Cn1cnnc1SCC(=O)Nc1sc2c(c1C#N)CCCCC2	2	1216	0.9	0.9	-4	-13	0.93	13	-36	0.8	-17
CCOC(=O)c1c(C)[nH]c(C(=O)CSc2ccccc2)c1C	-7	1462	1	1	-3	4	·	-3	-17	1	1
COc1ccccc1NC(=O)Cn1c(CCC(=O)O)ccc1-c1ccc(C)cc1	-1	1461	0.9	0.9	-2	0	·	10	2	0.9	6
Cc1ccc(/C=C(\C#N)C(=O)NCc2ccco2)o1	6	1567	1	1	4	-1	-0.42	5	-1	1	2
Cc1ccc(-n2c(=O)c(C#N)cc3c(=O)n4ccccc4nc32)cc1	2	1359	0.9	0.8	-8	-4	·	25	-20	1	-4
Oc1ccc(-c2onc(C(F)(F)F)c2-c2cscn2)c(O)c1	5	1616	0.9	0.8	-2	4	·	17	-6	0.9	20
O=C1c2ccccc2C(=O)N1c1ncccn1	-5	1398	0.9	0.9	-1	-6	·	6	·	1	-10
CCc1ccc(NS(=O)(=O)c2cccs2)cc1	1	1487	1.1	0.9	9	4	·	13	16	1	4
COc1ccc(-c2cc(C(F)F)n3ncc(C(=O)N4CCCc5ccccc54)c3n2)cc1	-4	1419	0.9	0.9	3	-3	0.42	11	-13	1	26*
COc1ccc(N2C(=O)CC(Sc3nccc(C)n3)C2=O)cc1 (centres undefined)	-2	1584	1.1	1	-5	-1	·	1	-33	1	-4
Cn1cc([C@@H]2C[C@H]3CN(Cc4cccc(Cl)c4)C(=O)[C@]34CCCN24)c(-c2ccccc2)n1	-6	1432	0.9	0.7	4	-4	-1.5	25	0	0.9	0
CN(C)NC1=CC(=[N+]2CCCC2)CC(C)(C)C1	5	1513	0.8	0.9	8	-4	0.57	8	-14	0.9	-4
COc1ccc(-c2nnn(CC(=O)NCCc3ccc(OC)c(OC)c3)n2)cc1	-9	1420	0.9	0.8	10	-1	·	20	-7	0.9	0
CC1CN(C(=O)CN2C(=O)c3ccccc3C2=O)CC(C)O1 (centres undefined)	-3	1667	0.8	0.9	-2	0	0.35	14	-9	0.9	-1
COC(=O)c1cc(NS(=O)(=O)c2ccc(N3CCOCC3)c(NC(C)=O)c2)cc(C(=O)OC)c1	-5	1692	1	0.9	-4	5	·	6	-7	1.1	6
Nc1c(S(=O)(=O)c2ccccc2)c2nc3ccccc3nc2n1/N=C/c1ccco1	8	1458	0.8	0.6	3	2	-0.56	38	·	0.8	1
COc1cccc(CNc2nc3nc(C)c(Cl)c(C)n3n2)c1	-6	1378	0.9	0.9	7	-6	-0.057	11	-8	1	3
C=CCNC(=S)NNc1nc(Nc2ccccc2)nc(N2CCCCC2)n1	4	1429	1	0.9	8	5	0.59	6	7	1	3
COc1ccc2c(c1)c(=O)c(C(=O)c1ccccc1)cn2Cc1ccccc1	-6	1403	1.1	1.1	11	-7	-0.096	-11	-3	1	-1
CCN1C(=O)c2cccc3c(S(=O)(=O)NCc4ccccn4)ccc1c23	0	1578	1	1	-5	6	-0.43	-1	·	1	-1
CC(=O)Nc1ccc(S(=O)(=O)N(c2cccnc2)S(=O)(=O)c2ccc(NC(C)=O)cc2)cc1	6	1450	1	1	6	5	0.25	-3	·	1.1	6
CC(C)C(=O)N1CCN(CCN=CC2=C(O)CC(c3ccco3)CC2=O)CC1 (centres undefined)	0	1601	1.1	1.1	13	-3	0.0059	-10	6	1	-11
CN(Cc1nc(-c2cnccn2)no1)Cc1cccc2ccccc12	-6	1496	0.9	0.9	8	-3	0.18	6	-4	0.9	4
Cc1ccc(NC(=O)COC(=O)c2csc3c2CCC(C)C3)cc1S(=O)(=O)N1CCCCC1 (centres undefined)	-1	1517	0.9	0.8	-8	4	0.86	21	1	0.9	2
CC(C1CC2CCC1C2)n1c(-c2ccco2)n[nH]c1=S (centres undefined)	-1	1692	0.8	0.7	-1	1	0.83	28	-16	0.9	-2
COC(=O)C(Cc1ccccc1)P(=O)(c1ccccc1)c1ccccc1 (centres undefined)	-1	1486	1.2	1	5	7	-0.025	-3	2	1.1	-1
Cc1ccc2nsnc2c1NC(=S)NC(=O)c1ccco1	1	1617	0.9	0.9	3	6	0.53	14	7	0.7	4
O=C(O)c1cccc(N2CCCC2=O)c1	12	1527	1.1	0.9	-4	2	-0.9	11	-18	0.9	0
Nc1c(C(=O)NCc2cccnc2)sc(=S)n1-c1ccccc1	10	1632	0.8	1	2	9	·	-2	16	1	-3
CCCOC(=O)c1ccc(NC(=O)c2ccc(Br)o2)cc1	1	1601	0.9	0.8	7	-13	-1.2	22	-11	0.9	3
CC(C)[C@H](NC(=O)c1ccc(Cl)c([N+](=O)[O-])c1)C(=O)NCc1ccc(F)cc1	2	1621	1	1.1	16	4	0.024	-6	0	1	4
O=C(COc1nc2ccccc2nc1N1CCOCC1)NC1CCCCC1	5	1567	1.2	1	-1	4	·	-1	-4	1.3	0
Cc1nc2cc(NC(=O)NCc3ccc4c(c3)OCO4)ccc2o1	5	1742	0.9	0.9	-5	12	·	13	-6	0.9	2
CCOC(=O)c1ccc(NC(=O)NS(=O)(=O)c2ccc(C)cc2)cc1	2	1542	0.9	0.9	4	9	·	15	37	0.9	-10
O=C(NCC1COCCO1)C1CCN(S(=O)(=O)c2ccccc2)CC1 (centres undefined)	2	1503	1	1	-15	8	·	3	-24	1	7

Some of these compounds in order of the PPARg SRC3 recr value, largest number first.
SMILES,PPARg SRC3 recr
COc1ccccc1NC(=O)Cn1c(CCC(=O)O)ccc1-c1ccc(C)cc1,6
CCc1ccc(NS(=O)(=O)c2cccs2)cc1,4
O=C1c2ccccc2C(=O)N1c1ncccn1,-10
